# Compound activity as filed in PubChem.
# Casp7 inh – blocks human caspase-7 allosterically or competitively; 0.02% of 75,000 active; Potency, µM (series often up to 57.5 µM), inactives show at the highest dose activity change, negative = inhibition, most hits filed as inhibitors; recombinant caspase-7, Ac-DEVD-AFC fluorescence rate; active means well fitted inhibition curve with a large enough effect in the main read-out, with a control signal flat, not every such curve was filed as active; inconclusive means small, poorly fitted or top-dose-only effect, or a change in a side signal; further: potency means the concentration at half of the fitted maximal effect; % of control where 0% means no effect
# Casp1 inh – blocks human caspase-1 allosterically or competitively | AID 900 | P29466 | 0.03% of 75,000 active | Potency, µM (highest dose often 57.5 µM), for inactives: at the highest dose activity change, negative = inhibition, hits mostly inhibitors | Caspase-1 enzyme, Ac-WEHD-AFC fluorogenic rate;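 further: potency means the concentration at half of the fitted maximal effect; plate controls were vehicle for no effect and no substrate for full effect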
# BRCT inh green – BRCA1 BRCT-phosphoprotein interaction inhibition; BRCA1 BRCT-phosphopeptide binding, green fluorescence polarization; Potency, µM (doses to about 76.9 µM), for the others: top-dose activity change, negative = inhibition, most hits filed as inhibitors; 0.05% of 75,000 active; AID 875;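 further: potency means the concentration at half of the fitted maximal effect; plate controls were peptide without protein for full effect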
#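 Compounds were incubated for 12 min at room temperature with a complex of 100 nM fluorescein-tagged pBACH1 decapeptide and 250 nM His-tagged BRCT protein. Buffer was phosphate pH 7.3 with EDTA, DTT and Tween 20. Disruption of binding lowers the polarization signal.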
# ERK AVP inh – blocks ERK signaling stimulated by vasopressin | HEK293-V1b, vasopressin-stimulated pERK AlphaScreen | 0.99% of 72,000 active | AID 995 | Potency, µM (highest dose often 57.5 µM), inactives show top-dose activity, negative = inhibition, actives largely listed as inhibitors; further: potency means the concentration at half of the fitted maximal effect; on the % scale 0 is the no-effect control and ±100 the full control effect; nearly all actives have a fitted effect of over 55% in size
#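 Overnight-seeded V1b-HEK293 cells in 1% FBS got compound, then vasopressin (25 nM final, 5 min, 37C), then lysis buffer. AlphaScreen detection of phospho-ERK; activity normalized to basal and full-stimulation controls.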
# FLuc inh – firefly luciferase inhibition | P08659 | purified firefly luciferase, luminescence, 8 min | Potency, µM (top dose mostly 57.1 µM), without a hit: at the highest dose activity change, negative = inhibition, most hits filed as inhibitors | 2.2% of 72,000 active; further: potency means the concentration at half of the fitted maximal effect; on the % scale 0 is the no-effect control and ±100 the full control effect; nearly all actives have a fitted effect of over 40% in size
#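 Firefly luciferase (PKLight detection mix) with 10 uM ATP in pH 7.2 imidazole buffer (KCl, MgCl2, Tween 20, BSA). Compounds tested across a concentration series (qHTS). Luminescence read after 8 min at ambient temperature.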
# HEK293 cAMP ctrl – parental HEK293 cAMP activation (counter-screen) | parental HEK293 CNG cAMP sensor, membrane potential fluorescence | Potency, µM (top dose mostly 57.1 µM), inactives show at the top dose activation, most hits filed as activators | 2.5% of 73,000 active; further: potency means the concentration at half of the fitted maximal effect; % of control where 0% means no effect; nearly all actives have a fitted effect of over 55% in size
#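 Parental HEK 293 cells stably expressing a modified CNG channel (no TSHR) report cAMP rise as membrane depolarization. Membrane potential dye with 100 uM RO 20-1724 was loaded for 60 min at room temperature, then compound added for 30 min; fluorescence read at 590 nm.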
# Tau filament bind – tau filament binding; P10636; recombinant tau filaments, thioflavin S fluorescence, 15 h; filaments grown with octadecylsulfate alongside compound; Potency, µM (titrated, usually from 57.1 µM), for the others: top-dose activity change, negative = inhibition; 2% of 71,000 active;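 further: potency means the concentration at half of the fitted maximal effect; on the % scale 0 is the no-effect control and ±100 the full control effect; actives lower thioflavin S fluorescence by blocking filaments or displacing dye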
#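 His-tagged recombinant human tau (exons 2, 3 and 10 included), 1 uM, was induced to fibrillize by 30 uM sodium octadecylsulfate with compound present. After 15 h at 37 C, thioflavine S fluorescence (ex 450, em 510 nm) was read.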
# USP2a inhib – blocks human ubiquitin-specific protease USP2a; O75604; USP2a enzymatic assay, qHTS inhibition; Potency, µM (doses to about 38.3 µM), for inactives: at the top dose activity change, negative = inhibition, usual class: inhibitors; 0.1% of 60,000 active;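 further: potency means the concentration at half of the fitted maximal effect; nearly all actives have a fitted effect of over 60% in size; plate controls were DMSO for no effect and NEM full inhibition control for full effect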
#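 20 nM USP2 core + cpd, 30 min RT; add 20 nM Ub-PLA2/20 uM NBD C6-HPC; read Ex460/Em535 at 0 h and 2.5 h. Normalized to NEM; qHTS curve fit/classification.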
# BRCT inh red – inhibitors of human BRCA1 BRCT-phosphoprotein interaction (red fluorophore); P38398; BRCT-phosphopeptide binding, red fluorescence polarization; Potency, µM (series often up to 76.9 µM), inactives show at the top dose activity change, negative = inhibition, most hits filed as inhibitors; 0.03% of 75,000 active; AID 892; further: on the % scale 0 is the no-effect control and ±100 the full control effect
#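 Rhodamine-labelled pBACH1 10-mer (100 nM) bound to BRCT domain (100 nM) at pH 7.3; compounds incubated 12 min room temperature, polarization read. Free peptide defines full inhibition; unlabelled decapeptide titrated as control.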
# CRE-bla Fsk – CRE-bla signaling modulation under forskolin stimulation. CHO CRE-bla reporter (cAMP response element driving beta-lactamase), forskolin EC10, beta-lactamase ratio. 2.5% of 71,000 active. Potency, µM (doses to about 38.2 µM), inactives show at the top dose activity change, negative = inhibition, hits mostly activators; active means well fitted activation curve with a large enough effect in the signal ratio, with a control signal flat, not every such curve was filed as active; inconclusive means small, poorly fitted or top-dose-only effect, or effect the other way, or a change in a side signal; the % refers to the signal ratio; further: potency means the concentration at half of the fitted maximal effect; % of control where 0% means no effect
#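 Titrated compounds plus EC10 NKH 477 on CHO CRE-bla cells, 3 h, 37 °C. CCF4, 2 h RT. Ratio 460/530 nm → AC50.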
# A350 autofl – compounds fluorescent in Alexa 350 spectral region. max dye-equivalent concentration, M. 11% of 59,000 active. Compound autofluorescence, 340/450 nm, Alexa 350 dye-equivalents; active compounds read high. AID 590; in the data active means max dye-equivalent concentration above about 10 nM; inconclusive means mostly about 1.1 nM to 9.6 nM
# An asterisk follows results filed as active; i = inactive; ? = inconclusive; nt = no result given; & = joins results of further samples; [ ] = remark or other dose. Unless noted, the call rests on the fitted dose curve; in most records, active means well fitted curve in the direction sought with a large enough effect; inconclusive means small, poorly fitted or top-dose-only effect, or another doubt; inactive means no such curve, though single readings can be large; an effect the other way counts as inactive or inconclusive.
SMILES,Casp7 inh,Casp1 inh,BRCT inh green,ERK AVP inh,FLuc inh,HEK293 cAMP ctrl,Tau filament bind,USP2a inhib,BRCT inh red,CRE-bla Fsk,A350 autofl
CCn1c(SCC(=O)N2CCCc3ccccc32)nc2c1c(=O)n(C)c(=O)n2C,2%,1%,0.6%,-6%,-2%,12%,4%,3%,-0.3%,?,i
O=C1CCC(=O)N1CCCCCc1nc(-c2ccccc2)no1,-1%,0%,-0.2%,0%,-5%,4%,-12%,8%,-1.3%,9%,?
O=C(CCC1CCCC1)N1CCN(C(=O)c2cccnc2)CC1,1%,-1%,1.6%,-8%,0%,2%,-10%,nt,-0.8%,-3%,i
Nc1ncn([C@H]2O[C@@H](CO)[C@@H](O)[C@@H]2O)c(=O)n1,-3%[25.7 µM],-3%[25.7 µM],1.0%[34.4 µM],19%[25.7 µM],6%[25.5 µM],2%[25.6 µM],7%[25.6 µM],-3%[17.1 µM],-0.4%[34.4 µM],-7%[17.1 µM],i
CN(C)c1ccnc(-c2ccccc2C(F)(F)F)n1,2%,0%,2.8%,7%,2%[2.29 µM],?,8%,-17%,1.9%,?,i
COC(=O)CN(c1ccccc1F)S(=O)(=O)c1ccccc1,0%,0%,0.4%,-5%,2%,6%[11.4 µM],8%[11.4 µM],0%[7.66 µM],1.7%,?,nt
CCOC(=O)c1c(C)n(C)c2ccc(OCC(O)CN3CCCCCC3)cc12 (stereo unspecified),1%,0%,-1.5%,-6%,0%,13%,86%,nt,-0.4%,16%,nt
Cc1ccc(-c2noc(CCC(=O)NCC3CCN(Cc4cccc(C)c4)CC3)n2)cc1,1%,-1%,-0.2%,9%,-2%,?,11%,34%[activator],-1.6%,-15%,i
Cc1nc2cc(Cl)ccc2n1CCO,0%,2%,-0.7%,-5%,-1%,-2%,-6%,-4%,0.8%,-4%,i
CN(C)C(CNC(=O)Nc1cccc(Cl)c1)c1cccnc1 (stereo unspecified),-2%,-2%,-1.6%,17%,0%,5%,-2%,6%,1.2%,-8%,i
COC(=O)c1ccc(C2c3c(n[nH]c3C)C(=O)N2c2ccc(C)cc2)cc1 (stereo unspecified),-3%,1%,1.6%,-20%,1%,10%,7%,nt,1.8%,-6%,nt
COc1cccc(-c2ccc3ncnc(NCc4ccccc4)c3c2)c1,-4%,-5%,-4.2%,?,0%[2.29 µM],?,108%,-40%,0.3%,-22%,i
C/C(N)=C(/C#N)C(=O)CSc1nnc(NC(C)C)s1,-7%,0%,-2.8%,13%,0%,4%,-9%,10%,-2.3%,-10%,i
O=C1C[C@@H](O)[C@@H](O)[C@H]2[C@@H]3C(=O)N(c4cccc(Oc5ccccc5)c4)C(=O)[C@@H]3CC[C@H]12,1%&0%[11.5 µM],0%&0%[11.5 µM],-1.8%&-1.5%[15.4 µM],-3%&-7%[11.5 µM],0%&0%[11.4 µM],-3%&0%[11.4 µM],nt,nt,4.4%&0.7%[15.4 µM],nt,nt
Cc1ccc(S(=O)(=O)NC(=O)Nn2c(C)nnc2C)cc1,1%,-3%,-1.2%,0%,1%,3%,12%,0%,0.0%,-1%,nt
COc1cccc(C2CC(C(F)(F)F)n3nc(C(=O)NCc4cccnc4)cc3N2)c1 (stereo unspecified),-1%,3%,-0.1%,?,-1%,5%,10%,6%,-0.2%,-7%,i
COc1ccc(OC)c(NC(=O)C2=C(C)Nc3ncnn3C2c2cccs2)c1 (stereo unspecified),-1%,-1%,-4.2%,-17%,-2%,-4%,6%,0%,-2.0%,23%,1.6e-07M*
COC1=CC(=O)C=C(OC)C1=O,-2%,-1%,1.3%[3.08 µM],?,nt,nt,nt,?,-0.6%,nt,nt
c1cnn(-c2cc(N3CCOCC3)ncn2)c1,-4%,0%,0.6%,-8%,-1%,-2%,-1%,-9%,-0.1%,18%,i
CCOc1cc2c(C#N)c(N3CCOCC3)nc(N)c2c(N)n1,-14%,-15%,-1.7%,16µM*,-3%,-6%,-6%,-5%,1.0%,2.5µM*,8.3e-07M*
[O-][N+](CCO)(CCO)c1ncnc2nc[nH]c12,2%[11.5 µM],2%[11.5 µM],-1.5%[15.4 µM],6%[11.5 µM],3%[11.4 µM],29%[11.4 µM],3%[11.4 µM],nt,-0.2%[15.4 µM],-1%[7.6 µM],i
CCO/C(C)=N/n1c2nc3ccccc3nc2c2c(=O)n(C3CCCC3)c(C)nc21,-2%,-5%,-0.2%,?,-1%,22%,-14%,18%,0.0%,13%,5.6e-08M*
CC1CN(C(=O)C(C)N2C(=O)c3ccccc3C2=O)CC(C)O1 (stereo unspecified),0%,-2%,-0.5%,-8%,2%,6%,0%,2%,1.3%,?,?
COc1cc(OC)c(C2=NOC(C(=O)Nc3c(C)nn(CC(=O)N4CCCC4)c3C)C2)cc1Cl (stereo unspecified),-1%,-1%,-1.7%,-10%,-1%,8%,0%,0%,0.4%,13%,i
Cc1cc(O)c(C(=O)c2ccccc2C(=O)O)cc1C,2%,-3%,0.0%,7%,1%,15%,8%,0%,1.5%,4%,nt
# Later entries
SMILES,Casp7 inh,Casp1 inh,BRCT inh green,ERK AVP inh,FLuc inh,HEK293 cAMP ctrl,Tau filament bind,USP2a inhib,BRCT inh red,CRE-bla Fsk,A350 autofl
CC(=O)c1cc(CN2C(=O)c3ccccc3C2=O)cs1,0%,0%,0.1%,-26%,1%,6%,-9%,-1%,0.0%,4%,i
C1CCN(c2nc(N3CCCC3)nc(N3CCNCC3)n2)C1,1%,0%,-2.2%,-7%,1%,10%,9%,nt,-2.3%,?,i
CCCCOCCCNC(=O)N[C@@H](CC(C)C)C(=O)O,-1%,1%,-1.5%,-3%,2%,6%,10%,0%,-1.3%,7%,i
COc1cccc(CN2CCCN(S(=O)(=O)c3ccc(Br)cc3)CC2)c1,-5%,-5%,0.2%,-8%,1%,?,-8%,-12%,0.4%,?,1.3e-08M*
O=C(Nc1ccc2nc(-c3ccc(Br)o3)[nH]c2c1)c1cccs1,-4%,-6%,-1.5%,?,13µM*,23%,-15%,44%[activator],0.1%,?,2.2e-08M*
Cc1ccc(-n2ncc3c(=O)n(CC(=O)NCC4CCCO4)cnc32)cc1 (stereo unspecified),-1%,2%,-2.2%,17%,-20%,-1%,4%,1%,-1.5%,12%,i
CCN(CC)C(=O)C1CCCN(Cc2ccc(OC)c(C)c2C)C1 (stereo unspecified),-1%,-2%,1.4%,nt,nt,11%,nt,nt,1.1%,nt,nt
CCOC(=O)N1CCC(N2C(=O)c3cc(C(=O)NC4CCCCC4)ccc3C2O)CC1 (stereo unspecified),-1%,0%,-3.2%,-2%,1%,0%,-12%,nt,0.0%,5%,nt
CN(Cc1nc(-c2ccncc2)no1)S(=O)(=O)c1ccc(Br)cc1,1%,0%,0.6%,-9%,-2%,?,5%,0%,0.3%,7%,i
Cc1cccc(CC2CC(=O)N(C3CCCCC3)C2=O)c1 (stereo unspecified),1%,-1%,-0.7%,-2%,0%,19%,-9%,-2%,-0.1%,-5%,i
CCCn1c(C)nc2c(N3CCC(N4CCN(C)CC4)CC3)nc(C)nc21,0%,-2%,-1.1%,-2%,nt,8%,-10%,nt,1.2%,7%,nt
COC(=O)C1=C(C)NC(C)=C(C(=O)OC)C1C(=O)OC1CCCCC1=O (stereo unspecified),-9%,-11%,-2.4%,-9%,0%,0%,-10%,10%,1.1%,?,1.5e-07M*
CCCC12CN3CC(C)(CN(C1)C3c1ccc3c(c1)OCO3)C2=O (stereo unspecified),0%,0%,-2.6%,-13%,1%,17%,0%,1%,0.8%,-8%,i
O=C(NCc1ccccc1)c1n[nH]nc1-c1ccccc1O,-1%,0%,-3.8%,-2%,-5%,-1%,-8%,4%,-0.8%,10%,i

# Looked up by compound from the entries so far:
SMILES,Casp7 inh,Casp1 inh,BRCT inh green,ERK AVP inh,FLuc inh,HEK293 cAMP ctrl,Tau filament bind,USP2a inhib,BRCT inh red,CRE-bla Fsk,A350 autofl
CCOC(=O)N1CCC(N2C(=O)c3cc(C(=O)NC4CCCCC4)ccc3C2O)CC1 (stereo unspecified),-1%,0%,-3.2%,-2%,1%,0%,-12%,nt,0.0%,5%,nt
CC(=O)c1cc(CN2C(=O)c3ccccc3C2=O)cs1,0%,0%,0.1%,-26%,1%,6%,-9%,-1%,0.0%,4%,i

# Single records, as listed above. Order of values: Casp7 inh, Casp1 inh, BRCT inh green, ERK AVP inh, FLuc inh, HEK293 cAMP ctrl, Tau filament bind, USP2a inhib, BRCT inh red, CRE-bla Fsk, A350 autofl
# COC(=O)C1=C(C)NC(C)=C(C(=O)OC)C1C(=O)OC1CCCCC1=O (stereo unspecified) is listed with -9%, -11%, -2.4%, -9%, 0%, 0%, -10%, 10%, 1.1%, ?, 1.5e-07M*
# CCCC12CN3CC(C)(CN(C1)C3c1ccc3c(c1)OCO3)C2=O (stereo unspecified) is listed with 0%, 0%, -2.6%, -13%, 1%, 17%, 0%, 1%, 0.8%, -8%, i
# CC(=O)c1cc(CN2C(=O)c3ccccc3C2=O)cs1 is listed with 0%, 0%, 0.1%, -26%, 1%, 6%, -9%, -1%, 0.0%, 4%, i
